# Screening data as filed in PubChem BioAssay.
# mcGAS inh: cyclic GMP-AMP synthase inhibitors, mouse, primary biochemical chemiluminescence; Q8C6L5; inhibition, % at 12.5 µM; recombinant cGAS, Kinase-Glo ATP depletion luminescence; AID 1259399, 2018; 0.15% of 160,000 active;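 also: 0% = negative control wells and 100% = reference inhibitor with no enzyme activity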
# NPYLR7 agonist: agonists of mosquito NPYLR7 receptor, primary screen, cell-based, Aedes aegypti, calcium fluorescence, mosquito biting behavior; Aedes aegypti neuropeptide Y-like receptor 7 (NPYLR7); HEK293T NPYLR7/Galpha15, GCaMP6s calcium fluorescence; activation, % at 10 µM; 0.15% of 270,000 active; AID 1259423, 2018; in the data active = activation above about 40%;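 also: 0% = vehicle and 100% = reference agonist at the receptor; some compounds past the cut are filed as inactive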
# hcGAS lum: Primary biochemical luminescence assay for human cyclic GMP-AMP synthase inhibitors. Q8N884. recombinant h-cGAS, ATP depletion, Kinase-Glo luminescence. inhibition, % at 12.5 µM. 0.081% of 290,000 active;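 also: 0% = vehicle reaction and 100% = reaction without DNA for no activity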
# Target sequence (Q8N884 whole entry, looked up): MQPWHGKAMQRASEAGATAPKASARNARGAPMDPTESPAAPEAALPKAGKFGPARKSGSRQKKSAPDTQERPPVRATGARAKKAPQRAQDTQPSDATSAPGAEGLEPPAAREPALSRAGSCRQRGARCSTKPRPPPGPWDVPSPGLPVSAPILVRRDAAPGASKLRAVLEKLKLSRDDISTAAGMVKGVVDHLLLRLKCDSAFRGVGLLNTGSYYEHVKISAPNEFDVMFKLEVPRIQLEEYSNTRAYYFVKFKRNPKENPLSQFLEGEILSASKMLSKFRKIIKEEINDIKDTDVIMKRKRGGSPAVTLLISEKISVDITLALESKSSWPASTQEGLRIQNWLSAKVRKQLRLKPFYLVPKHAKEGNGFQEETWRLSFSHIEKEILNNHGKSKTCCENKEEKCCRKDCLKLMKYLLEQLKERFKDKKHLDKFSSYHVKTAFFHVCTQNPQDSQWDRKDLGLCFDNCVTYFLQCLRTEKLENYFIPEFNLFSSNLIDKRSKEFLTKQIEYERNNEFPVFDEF
# * hit, by the source's call; · = not tested or not shown; & = joins results of further samples. Rule as the data show it, unless noted: active = inhibition above about 40%; inactive = the rest.
# Sample of the layout (seven entries):
SMILES,mcGAS inh,NPYLR7 agonist,hcGAS lum
Cc1sc2nc(-c3cccs3)nc(N3CCCC3C(N)=O)c2c1C (configuration not stated),-6,10,-4
Cc1nc2c(=O)n(CC(=O)N(C)c3ccccc3)nc(-c3cccs3)c2s1,-7,6,5
COc1ccc2cc(C(=O)C3CCCN(C(=O)c4ccoc4C)C3)ccc2c1 (configuration not stated),·,10,-7
O=C(NC(=S)NC1CCS(=O)(=O)C1)c1ccccc1F (configuration not stated),-7,8,-4
O=C(NCCc1ccccc1)c1ccccc1N1CCC(NC(=O)C2CCC2)CC1,-6,10,-6
COCCN(CC(=O)N(Cc1ccc(F)cc1)Cc1sccc1C)S(=O)(=O)c1cccc(C(F)(F)F)c1,-6,-11,-19
CC(=O)NCCC1=CCN(CC(=O)Nc2ccc(C)cc2)CC1,·,17,-5

# The list itself (from the top)
SMILES,mcGAS inh,NPYLR7 agonist,hcGAS lum
Cc1sc2nc(-c3cccs3)nc(N3CCCC3C(N)=O)c2c1C (configuration not stated),-6,10,-4
Cc1nc2c(=O)n(CC(=O)N(C)c3ccccc3)nc(-c3cccs3)c2s1,-7,6,5
COc1ccc2cc(C(=O)C3CCCN(C(=O)c4ccoc4C)C3)ccc2c1 (configuration not stated),·,10,-7
O=C(NC(=S)NC1CCS(=O)(=O)C1)c1ccccc1F (configuration not stated),-7,8,-4
O=C(NCCc1ccccc1)c1ccccc1N1CCC(NC(=O)C2CCC2)CC1,-6,10,-6
COCCN(CC(=O)N(Cc1ccc(F)cc1)Cc1sccc1C)S(=O)(=O)c1cccc(C(F)(F)F)c1,-6,-11,-19
CC(=O)NCCC1=CCN(CC(=O)Nc2ccc(C)cc2)CC1,·,17,-5
Cc1nn2cc(CNC(=O)C3CCC(=O)N(Cc4ccccn4)C3)nc2s1 (configuration not stated),·,0,-6
OC(CNCc1ccccc1I)c1ccccc1 (configuration not stated),-3,4,-7
CCOC(=O)C1(Cc2ccc(Cl)cc2)CCN(C(=O)C2CCCCCN2C)CC1 (configuration not stated),·,6,-8
COc1ccc(N2C(=O)CN(C(=O)c3cccnc3SC)CC23CCCC3)cc1,-5,4,-2
O=C(CCN1CCCCO1)N1CCN(C2CCCCC2)C(=O)C1,·,-1,-2
COc1cccc(CNC(=O)CSc2ccc(NC(=O)C(C)C)nn2)c1,·,-1,-5
CCOc1ccc(Oc2ccc(S(=O)(=O)N3CCOCC3)cc2NC(=O)C2(C#N)CCCC2)cc1,·,-4,-6
CCOC(=O)Cn1nc(C)c2cnn(C(C)(C)C)c2c1=O,·,9,-8
CCCN(CC(=O)N(Cc1ccc(F)cc1)Cc1ccco1)S(=O)(=O)c1ccc(Br)cc1,-6,-8,-17
COCCNC(=O)Cc1ccc(NS(=O)(=O)c2cccnc2)cc1,·,-3,-8
Cc1cnc(C(=O)NC(C)c2nnc3n2CCCCC3)cn1 (configuration not stated),·,11&1,-8&-6
CCCC(=O)N1CCC1(C)C(=O)Nc1cccc2c1CCCC2 (configuration not stated),·,4,-8
O=C(Nc1cccc2ccccc12)C1CC=CCC1C(=O)OCC1CCCO1 (configuration not stated),-5,4,-1

# Part of the list above in order of molecular weight, falling.
SMILES,mcGAS inh,NPYLR7 agonist,hcGAS lum
CCCN(CC(=O)N(Cc1ccc(F)cc1)Cc1ccco1)S(=O)(=O)c1ccc(Br)cc1,-6,-8,-17
Cc1sc2nc(-c3cccs3)nc(N3CCCC3C(N)=O)c2c1C (configuration not stated),-6,10,-4
COCCNC(=O)Cc1ccc(NS(=O)(=O)c2cccnc2)cc1,·,-3,-8
O=C(CCN1CCCCO1)N1CCN(C2CCCCC2)C(=O)C1,·,-1,-2
Cc1cnc(C(=O)NC(C)c2nnc3n2CCCCC3)cn1 (configuration not stated),·,11&1,-8&-6
CCOC(=O)Cn1nc(C)c2cnn(C(C)(C)C)c2c1=O,·,9,-8

# Later entries:
SMILES,mcGAS inh,NPYLR7 agonist,hcGAS lum
CC1CN(C(=O)c2ccc(Cl)c(NS(=O)(=O)c3ccc(F)cc3)c2)CCO1 (configuration not stated),-6,5,-5
CC1=C(C(=O)N(Cc2nccn2C)C(C)C)C(C)NC(=O)N1 (configuration not stated),·,12,-8
Cn1c(=O)[nH]c(=O)c2c1nc(N1CCCC1)n2CCSc1ncccn1,·,16,-12
CCOC(=O)C1=C(N2CCOCC2)CC(c2ccc(C)cc2)(C(F)(F)F)NC1=O (configuration not stated),·,3,-8
CN(Cc1ccc(Cl)s1)C(=O)CSc1nnc(NC2CC2)s1,·,5,-4
Cc1ccccc1-c1ccc(N2CCN(C(=O)c3cccs3)CC2)nn1,-1,·,4
CNC(=O)[C@@H]1C[C@@H](N)CN1C(=O)C1(C(F)(F)F)CC1,·,6,-5
Cn1ccnc1-c1ccccc1C(=O)N1C[C@@H]2[C@H](C1)[C@H]1CC[C@@H]2O1,-18,31,0
Cc1cc(C)c2sc(N(Cc3ccco3)C(=O)c3cc(C)no3)nc2c1,-6,4,-5
COCCn1c(-c2ccc(OC)cc2)c[nH]c1=S,-9,-13,-10
Cc1ccc(NC(=O)NC2CCN(c3ccccc3C(=O)NC3CCCc4ccccc43)CC2)cc1 (configuration not stated),-4,0,-3
Cc1c(-c2ccccc2F)[nH]c2ccc(CNC(=O)C3CCCN3C(N)=O)cc12 (configuration not stated),-6,-1,-5
CSCC(=O)N1CCCCC1c1ncc(-c2ccc(C)cc2)[nH]1 (configuration not stated),·,5,2&-9
Cc1cc(CN2CC3(CCNCC3)CC2C(=O)O)oc1C (configuration not stated),·,1,-5
Cc1ccc(C(=O)Nc2ccc(NC(=O)CC3CNCCO3)cc2)o1 (configuration not stated),·,0,-1
CCCOc1ccccc1C1CC(=O)Nc2c1c(C)nn2-c1ccc2nncn2n1 (configuration not stated),·,1,-8
C#CCN(Cc1ccco1)C(=O)c1cccc(C(F)(F)F)c1,·,-1,-7
O=C(NCC1CCCO1)c1n[nH]c2c1CN(C(=O)c1ccc([N+](=O)[O-])cc1)CC2 (configuration not stated),·,5,4
CCN(CC)c1onc(-c2ccccc2)c1CN(CCCOC)C(=O)c1cccs1,-7,3,-11
O=C(Nc1ccc2c(c1)OCO2)c1ccc(CSc2nnc(-c3ccccc3[N+](=O)[O-])n2Cc2ccccc2)cc1,-5,4,-2

# 3 compounds drawn at random from those above, as already listed:
SMILES,mcGAS inh,NPYLR7 agonist,hcGAS lum
C#CCN(Cc1ccco1)C(=O)c1cccc(C(F)(F)F)c1,·,-1,-7
Cn1ccnc1-c1ccccc1C(=O)N1C[C@@H]2[C@H](C1)[C@H]1CC[C@@H]2O1,-18,31,0
Cc1ccccc1-c1ccc(N2CCN(C(=O)c3cccs3)CC2)nn1,-1,·,4

# New compounds follow.
SMILES,mcGAS inh,NPYLR7 agonist,hcGAS lum
S=C1SCN(Cc2cccnc2)CN1Cc1ccccc1,·,9,-1
COc1cccc(-c2cnc(-c3ccc(CNC(=O)c4c(Cl)cc(Cl)cc4Cl)cc3)[nH]2)c1,-3,3,1
CCOC(=O)N1CCC(NC(=O)Cn2cnc([N+](=O)[O-])n2)CC1,-5,0,-3
CC(=O)N1N=C(c2cccs2)OC12CCCC2,-6,1,-10
CCCOC1CCCN(c2ccnc(C(=O)NCc3ccco3)c2)C1 (configuration not stated),-14,·,-7
O=[N+]([O-])c1ccc2cn[nH]c2c1,·,-1,-2
Cc1c(F)cccc1NC(=O)NCCNc1cc(-n2ccnc2C)ncn1,-7,-14,0
O=C(CC1CCc2ccccc21)N(CCO)Cc1ccco1 (configuration not stated),-17,21,-5
CCCC1Oc2ccccc2C(=O)N(CC(=O)c2cc(C)ccc2OC)C1=O (configuration not stated),-5,-9,-3
CC(C)c1nnc(-c2cc3ccccc3n2CC(=O)Nc2ccccc2)o1,-10,-7,-4
COC1CCCN(C(=O)Nc2cc(C)nn2C2CCCCC2)C1 (configuration not stated),-4,·,-10
CCc1c(C)c(C(=O)NCc2ccco2)n(Cc2ccccc2C)c1C,-10,·,-6
CNC(=O)C(c1ccc(Cl)cc1)N(C)Cc1c(C)noc1C (configuration not stated),·,-1&5,-4&-5
COCCn1cc(C(=O)N2CCN(CC(N)=O)CC2)c2nn(-c3ccccc3)c(=O)c-2c1,-11,-3,-6
COC(=O)c1sccc1NC(=O)CSc1ccc(NC(C)=O)cc1,·,1,-8
COc1ccc(NC(=O)Nc2nc(CCC(=O)NC(C)C)cs2)cc1,·,7,-8
CCc1noc(C)c1C(=O)N1CCCC(c2nc(C)no2)C1 (configuration not stated),·,10,-3
Cc1cc(=O)n2cccc(O)c2n1,-2,2,-5
CCOc1ccc(CN(C)C(=O)c2n[nH]c(=O)c3ccccc23)cc1,-10,10,-13
COc1ccc(-c2csc(C)n2)cc1CC(=O)O,·,4&-23,0&4
COc1ccc(CCN(C)c2cc(Cl)nc(SCC(=O)NC(C)CCc3ccccc3)n2)cc1OC (configuration not stated),-6,32,-5
COc1ccc(-c2cc(-c3ccc(C)c(C)c3)nc3sc(C(N)=O)c(N)c23)cc1OC,-4,0,-7
Cc1cc2c(cc1C(=O)N1CCCC(O)(CO)C1)OCCO2 (configuration not stated),-9,5,-9
CCN1CCN(C(=O)c2ccc(N3CCC(NCCc4ccc(C(F)(F)F)cc4)CC3)cc2)CC1,-21,0,0
COc1nc2cn(C(C)C)c(O)c2cc1CN1CCCC(O)(CN(C)C)C1 (configuration not stated),-6,·,-9
COC(=O)c1c(C)nsc1NC(=O)N(C)C(C)Cc1ccc(OC)cc1 (configuration not stated),-9,-1,-6
CC(C)CNc1ccc2c(n1)C(=O)N([C@H](C)C(=O)NC1CCC(O)CC1)C2 (some centres not stated),·,-2,2
CCOc1ccc(Br)cc1C=C1C(=O)NC(=O)NC1=O,-7,-10,-3
O=C(Nc1nc(-c2ccc3c(c2)OCO3)cs1)c1cc2ccccc2oc1=O,·,-1,4
CC(C)CC(=O)N1CCCC1C(=O)Nc1nnc(-c2ccc(N(C)C)cc2)s1 (configuration not stated),-4,14,-11
CC(C)(C)NC(=O)Cn1c(-c2nnco2)cc2ccccc21,3,-3,-1
CCCOc1ccc(C(=O)N2CCC3(CC2)CNC(=O)C3)cc1Cl,·,3,-3
Cc1ccc(CN(CCc2ccccc2)C(=O)CN(C(=O)Nc2cccc(Cl)c2)C2CC2)o1,-4,1,-2
O=C(CSc1nnc2ccc(-c3ccc(F)cc3)nn12)N1CCN(c2ccccc2)CC1,0,-21,-7
C(=C1Cc2cccc3cccc1c23)c1ccccc1,·,6,0
CCc1ccc(C(C2Sc3nc(CC)nn3C2=O)N2CCN(C)CC2)cc1 (configuration not stated),-8,-4,-8
Cc1c(C(F)(F)F)nc(-c2ccc(CN(C)Cc3cnn(C)c3)cc2)[nH]c1=O,·,-3,-4
CCc1cc(Oc2ccc3c(c2)OCO3)nc(SCc2ccc(F)c(F)c2)n1,-3,2,-5
C=CCNC(=O)NC1CCN(c2ccccc2C(=O)N2CCc3ccccc3C2)CC1,2,-13,4
C=CCN1C(=O)NC(=O)/C(=C/c2ccc(N(CC)CC)cc2)C1=O,-9,6,-5
Cc1cc(C)n(CC(=O)NNC(=O)C2CC3CCC2C3)n1 (configuration not stated),-7,37,-4
CNc1ncc(-c2cccc(CN3CCOCC3)c2)c(-c2ccc(C)cc2)n1,-10,22,-2
Cc1ccc(S(=O)(=O)NCC2COc3ccccc3C2)cc1F (configuration not stated),·,6&6,-1&-16
Cc1nn(Cc2ccccc2)c(C)c1CNS(=O)(=O)c1ccc(Cl)cc1C(F)(F)F,·,4,-5
CC(C)Cc1cc(C(=O)N2CCCC2c2cc(C(C)C)on2)n(C)n1 (configuration not stated),-16,14,-6
CCn1c(CC2CCN(c3cnc4ccccc4n3)CC2)nn(C)c1=O,2,-2,3
Cc1cccnc1C(c1ccc(F)cc1)N(C)C(=O)C1CCN(C(=O)CCC2CCCC2)CC1 (configuration not stated),-2,2,-5
CC(C)C(=O)COc1cccn2cc(C(C)C)nc12,·,-12,-5
Cn1nc(C(=O)Nc2sccc2C(N)=O)ccc1=O,·,6,-3
O=C(NC1CC1)C1CCCN(C2CCN(C(=O)c3cc(-c4ccccc4)n[nH]3)CC2)C1 (configuration not stated),·,-4,-6
CC/C=C(/C)C(=O)Nc1ccc(-n2nccn2)cc1,·,0,-12
CCOc1ccc(C)cc1S(=O)(=O)NCc1ccc2c(c1)OCO2,·,2,-8
CCOC(=O)N1CCN(C(=O)CC(c2ccc(F)cc2)c2cn(Cc3ccccc3)c3ccc([N+](=O)[O-])cc23)CC1 (configuration not stated),-5,15,-8
CC(C)CCNC(=O)C1CCN(S(=O)(=O)N2CCCC2)CC1,-5,·,-2
N#Cc1cccc(C(=O)Nc2ccc3c(c2)OCO3)c1,·,2,-5
CCCCNC(=S)NN=C1CC(C)CC(C)(C)C1 (configuration not stated),-3,0,-5
COc1cccc(CSc2nnc(-c3ccccc3F)n2-c2ccc(C)cc2)c1,-4,6,-4
